# TRPC6 inhibitor: blocks the mouse TRPC6 cation channel; Q61143; B-score at 10 µM; HEK293-TRPC6, membrane potential dye, ACh-evoked depolarization; hits give low values; 310,000 compounds, 1.1% hits;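 active = B-score under library mean minus 3 SD, initial fluorescence not abnormally high, positive integrated signal ratio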;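 also: B-score derived from integrated fluorescence ratio over the kinetic read; more negative B-score means stronger inhibition of depolarization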
# TRPC4 act: activators of mouse TRPC4 channel; Q9QUQ5; AID 2237; HEK293 TRPC4beta/mu-opioid, Fluo4 calcium fluorescence; hits give high values; B-score at 10 µM; 310,000 compounds, 0.49% hits;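 active = B-score above 5 SD of library B-scores, and initial fluorescence ratio not above library mean plus 5 SD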;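 also: positive B-score marks a calcium rise read as TRPC4 activation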
#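 Assay system: HEK293 stable line with TRPC4beta plus mu-opioid receptor; schedule: 45 min room-temperature Fluo4 loading, 110 s read; technique: kinetic Fluo4 calcium fluorescence; evaluation: integrated baseline-normalised fluorescence ratio, converted to per-well B score; controls: buffer (low) and maximal DAMGO (high)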
# MrgX1 antagonist: blocks BAM8-22 activation of human MrgX1 receptor | AID 588676 | B-score at 10 µM | 310,000 compounds, 1.3% hits | MRGX1-HEK293 calcium flux, Fluo-4, BAM8-22 antagonism; hits give low values | Q96LB2;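 active = calcium-response B-score plate-corrected more than 3 library SD below zero, starting fluorescence within 5 deviations, no agonist response on first addition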;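 also: peak minus trough fluorescence over baseline after final BAM8-22 challenge near maximal dose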
# Target sequence (Q96LB2 whole entry, looked up): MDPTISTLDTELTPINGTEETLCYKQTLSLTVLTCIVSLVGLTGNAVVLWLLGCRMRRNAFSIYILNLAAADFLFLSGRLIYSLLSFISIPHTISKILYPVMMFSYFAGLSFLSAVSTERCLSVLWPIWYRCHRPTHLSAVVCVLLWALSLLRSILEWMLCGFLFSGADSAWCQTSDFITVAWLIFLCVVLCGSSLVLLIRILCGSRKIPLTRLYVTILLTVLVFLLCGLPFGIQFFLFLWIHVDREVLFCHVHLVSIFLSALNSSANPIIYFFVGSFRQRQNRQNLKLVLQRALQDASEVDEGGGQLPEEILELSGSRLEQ
# AI-2 QS mod: Vibrio harveyi AI-2 quorum sensing modulation. Vibrio harveyi JMH597 AI-2 luminescence/OD600 ratio, 9 h; hits give low values; strain lacks LuxN and CqsS sensors; 0 = neutral-control median. activity change, % at 7.5 µM. 300,000 compounds, 0.4% hits; in the data active = activity change below about -75%, passing the limit was not always enough; inconclusive = no clear call, values can overlap the other calls;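 also: luminescence divided by OD600 gain over 9 h not by final OD600 alone; inactives centre near 13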
# TRPC4 potent: TRPC4 (mouse) allosteric potentiation; Q9QUQ5; HEK293 TRPC4beta/mu-opioid, DAMGO EC20, Fluo-4 Ca2+ flux; hits give high values; B-score at 10 µM; 310,000 compounds, 0.42% hits; AID 2227;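 active = B-score of calcium response area above 5 SD of library B-scores, with initial fluorescence ratio within 5 SD of library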;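 also: B-score of integrated fluorescence ratio over time as area under calcium response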
# PolyA inh: blocks polyadenylation in yeast reporter cells. S. cerevisiae SKY197-pL101 polyadenylation reporter, beta-gal luminescence; efflux-impaired pdr1/pdr3 knockout yeast; score 100 = 6 SD above DMSO. 300,000 compounds, 0.02% hits. AID 1875. calls only at 12 µM;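 active = lowest replicate activity score at least 50, where 100 means six control SD above control mean; inconclusive = lowest score under 50 but half or more replicates reach 50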;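 also: yeast exposed to compound for 9 h at 30 °C; higher score means more reporter readthrough which indicates perturbed polyadenylation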
# MrgX1 allo act: human MrgX1 positive allosteric modulation, primary screen | 310,000 compounds, 0.63% hits | B-score at 10 µM | MrgX1-HEK293, Fluo-4 calcium flux, FDSS; hits give high values | Q96LB2;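 active = plate-corrected calcium response at least 3 library SD above typical, normal starting fluorescence, not activating the receptor alone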;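 also: compound read alongside a low EC10 to EC30 dose of BAM8-22 agonist; peak minus trough fluorescence over baseline measured at the second addition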
# MrgX1 ag: human MrgX1 receptor agonism, primary screen; Q96LB2; MrgX1-HEK293 cells, Fluo-4 calcium fluorescence, agonist mode; hits give high values; B-score at 10 µM; 310,000 compounds, 0.44% hits; AID 588627;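 active = calcium response B-score plate-corrected fluorescence ratio at least 3 library SD, with starting fluorescence B-score inside 5 SD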
#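 Material: HEK293 cells stably expressing human MrgX1 receptor | Quantity: 15,000 cells per well | Times: Cells plated overnight, dye loaded 0.5 h 37 °C, 0.5 h room temperature | Measured by: Kinetic Fluo-4 NW fluorescence of intracellular calcium | Control set: Positive and negative controls per plate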
# HIF act: HIF pathway transcriptional activation; U2OS HRE-luciferase reporter, luminescence; normalized: DMSO 0%, desferrioxamine 100%; activation, % at 7.5 µM (by protocol); 300,000 compounds, 0.32% hits; AID 1910;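 active = mean activation of at least 10% of the iron chelator positive control signal, with at least half of replicates also reaching 10%; inconclusive = mean and replicate majority disagree about reaching 10%; inactive = mean and most replicates under 10%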
# TRPC4 block: TRPC4 (mouse) channel inhibition | Q9QUQ5 | HEK293 TRPC4beta/mu-opioid, DAMGO-evoked Fluo4 calcium flux; hits give low values | B-score at 10 µM | 300,000 compounds, 0.39% hits | AID 2247;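 active = B-score over 3 SD under the library average, no early fluorescence shift, positive overall ratio signal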
#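 Material: HEK293 cells with stable TRPC4beta plus mu-opioid receptor expression; probe or stimulus: DAMGO in two steps, submaximal then maximal; technique: Fluo4 calcium fluorescence by kinetic imaging, 5 s 1 Hz baseline; measure: integrated fluorescence ratio relative to baseline, converted to per-well B score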
# TRPC6 activator: activators of mouse TRPC6 channel. HEK293-TRPC6 membrane potential dye fluorescence; hits give high values. B-score at 10 µM. 310,000 compounds, 0.13% hits. Q61143;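 active = B-score of the integrated fluorescence ratio above library mean plus 3 SD, and starting fluorescence ratio within library mean plus 5 SD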;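 also: higher score means more depolarization so channel activation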
# Numbers without * were called inactive; i = inactive; ? = inconclusive; · = no result given. The list is partial, so the mix of outcomes need not match the whole.
# Each structure is followed by: TRPC6 inhibitor	TRPC4 act	MrgX1 antagonist	AI-2 QS mod	TRPC4 potent	PolyA inh	MrgX1 allo act	MrgX1 ag	HIF act	TRPC4 block	TRPC6 activator
> COc1ccccc1N1CCN(CCCn2c(=S)[nH]c3ccccc3c2=O)CC1
 : i	i	i	-7	i	i	i	i	-1.7	i	i
> CCOC(=O)c1nc2cc3n(c(CC(C)C)c-2c1C)CC(C)=C3C
 : -6.4*	i	i	15	i	i	i	i	-0.7	i	i
> COc1ccc(C/C(=N\O)c2ccc(OC)cc2)cc1
 : i	i	i	11	i	i	i	i	0.6	i	i
> NC(=O)c1ccc(N2CCNC(=O)C2)c([N+](=O)[O-])c1
 : i	i	i	16	i	i	i	i	0.3	i	i
> CCn1cc(C(=O)N2CCCC(N3CCN(c4ccccc4C)CC3)C2)cn1 (stereo not given)
 : i	i	i	2	i	i	i	i	-0.4	i	i
> CC(=O)NC1=NN(C(C)=O)C(c2cccs2)S1 (stereo not given)
 : i	i	i	11	i	i	i	i	-0.8	i	i
> O=C(COC(=O)Cc1ccccc1F)NNC(=O)c1ccc(Cl)cc1
 : i	i	i	16	i	i	i	i	0.2	i	i
> O=C(Nc1ccc2c(c1)OCCO2)c1cc(-n2cnnc2)ccc1Cl
 : i	i	i	6	i	i	i	i	-0.1	i	i
> COc1ccc(NC(=O)CN(c2ccc(OC)c(Cl)c2)S(=O)(=O)c2ccccc2)cc1
 : i	i	i	?	i	i	i	i	-0.2	i	i
> CCN(CCNC(=O)C1CCN(S(C)(=O)=O)CC1)c1ccccc1
 : i	i	i	22	i	i	i	i	·	i	i
> CN(CC(=O)Nc1ccc(Cl)c(C(F)(F)F)c1)C(=O)CCN1C(=O)C2CC=CCC2C1=O (stereo not given)
 : i	i	i	5	i	i	i	i	-0.5	i	i
> O=C(O)CC(c1ccccc1)n1cnnn1 (stereo not given)
 : i	i	i	-11	i	i	i	i	-16	i	i
> COc1ccc(S(=O)(=O)NC(C)C(=O)O)cc1 (stereo not given)
 : i	i	i	19	i	i	i	i	-0.2	i	i
> CC(C)NC(=O)CCCc1c[nH]c2ccccc12
 : i	i	i	39	i	i	i	i	-0.2	i	i
> C/C(=N\NC(=O)c1nnn(-c2nonc2N)c1-c1ccccc1)c1ccco1
 : i	i	i	-6	i	·	i	i	·	i	i
> CCOC(=O)Nc1sc(C)c(C)c1C(N)=O
 : i	i	i	1	i	i	i	i	-0.2	i	i
> Cn1c(N2CCC(C(N)=O)CC2)nc2c1c(=O)n(Cc1ccc(Br)cc1)c(=O)n2C
 : i	i	i	20	15*	i	i	i	-0.7	i	i
> CC(C)OCCCNC(=O)c1ccc2c(c1)S(=O)(=O)c1ccccc1C2=O
 : i	i	i	24	i	i	i	i	-0.2	i	i
> S=C1N(c2ccccc2)C(c2cccc3ccccc23)N2CCCN12 (stereo not given)
 : i	i	i	40	i	i	i	i	-19	i	i
> O=C(NCc1ccccn1)c1cccc(NS(=O)(=O)c2cccc(F)c2)c1
 : i	i	i	18	i	i	i	i	-0.8	i	i

# Marked active in TRPC4 potent, of those listed so far:
SMILES | MrgX1 antagonist | AI-2 QS mod | TRPC4 potent | PolyA inh | MrgX1 ag | TRPC4 block | TRPC6 activator
Cn1c(N2CCC(C(N)=O)CC2)nc2c1c(=O)n(Cc1ccc(Br)cc1)c(=O)n2C | i | 20 | 15* | i | i | i | i

# Next part.
# Each structure is followed by: TRPC6 inhibitor	TRPC4 act	MrgX1 antagonist	AI-2 QS mod	TRPC4 potent	PolyA inh	MrgX1 allo act	MrgX1 ag	HIF act	TRPC4 block	TRPC6 activator
> Cn1c(=O)c2c(SCc3ccccc3)nc(C3CC3)nc2n(C)c1=O
 : i	i	i	25	i	i	i	i	0.0	i	i
> CC1Oc2ccccc2C=C1/C=N/NC(=O)c1ccccc1 (stereo not given)
 : i	i	i	14	i	i	i	i	2.4	i	i
> O=C(NC(=S)NC1CCCCC1)c1ccccc1
 : i	i	i	17	i	i	i	i	1.3	i	i
> Clc1ccc(/C=N/Nc2ncnc3ccccc23)cc1Cl
 : i	i	i	14	i	i	i	i	2.3	i	i
> CCN(CC)CCNC(=O)c1cc2c(=O)n(CC)c3ccccc3c2s1
 : i	i	i	16	i	i	i	i	-0.5	i	i
> CC1(C)Cc2c(sc3ncn4c(=S)[nH]nc4c23)CO1
 : i	i	i	29	i	·	i	i	-0.1	i	i
> CCc1cccc2c(N=O)c(O)[nH]c12
 : i	i	i	34	i	i	i	i	0.1	i	i
> COc1ccc(S(=O)(=O)N/N=C\c2ccccc2F)cc1
 : i	i	i	2	i	i	i	i	-0.8	i	i
> COc1cccc(C2c3c(oc4ccccc4c3=O)C(=O)N2CCCN2CCOCC2)c1 (stereo not given)
 : i	i	i	-5	i	i	i	i	0.1	i	i
> C=CCN1C(=O)c2ccc(C(=O)Nc3ccccn3)cc2C1=O
 : i	i	i	20	i	i	i	i	0.3	i	i
> COC(=O)c1ccccc1NC(=O)C1CCN(S(C)(=O)=O)CC1
 : i	i	i	31	i	i	i	i	-0.3	i	i
> O=C(O)COc1ccc(Br)cc1C(c1c(C(=O)O)[nH]c2ccccc12)c1c(C(=O)O)[nH]c2ccccc12
 : i	i	i	·	i	i	i	i	-0.5	i	i
> CC1CCN(c2c(NCc3ccc(C(=O)NCc4ccco4)cc3)c(=O)c2=O)CC1
 : i	i	i	17	i	i	i	i	0.2	i	i
> COc1ccc(C2/C(=C(/O)c3ccc4c(c3)CC(C)O4)C(=O)C(=O)N2Cc2ccncc2)cc1 (stereo not given)
 : i	i	i	85	i	i	i	i	0.0	i	i
> CCn1c(=O)c2cc(C(=O)NCC(OC)OC)sc2c2ccccc21
 : i	i	i	6	i	i	i	i	1.1	i	i
> O=C(CCNC(=O)Cn1cnc2ccccc2c1=O)NCC1CCCO1 (stereo not given)
 : i	i	i	28	i	i	i	i	-0.3	i	i
> Cc1nonc1CN(C)C(=O)c1cc(COc2ccc(F)cc2Cl)on1
 : i	i	i	28	i	i	i	i	1.1	i	i
> CC1=C(C(=O)NC(C)CCc2ccccc2)C2(CCC(C)CC2)OC1=O (stereo not given)
 : i	i	i	4	i	i	i	i	-0.6	i	i
> O=C(c1ccc(S(=O)(=O)Nc2ccccc2)cc1)N1CCC1
 : i	i	i	13	i	i	i	i	-0.3	i	i
> COc1ccccc1NC(=O)Nc1ccc(Cl)c(S(=O)(=O)Nc2ccccc2OC)c1
 : i	i	i	20	i	i	i	i	-0.6	i	i
> CC1(c2ccc3c(c2)OCO3)NC(=O)N(CC(=O)NCCC2=CCCCC2)C1=O (stereo not given)
 : i	i	i	-87*	i	i	i	i	-0.1	i	i
> O=C(CSc1nnc2c(n1)[nH]c1ccccc12)Nc1ccc2c(c1)OCO2
 : i	i	i	17	i	i	i	i	0.5	i	i
> O=C(N/N=C/c1cccs1)C(=O)Nc1cccc(Cl)c1
 : i	i	i	9	i	i	i	i	0.4	i	i
> O=C(N[C@@H](Cc1ccccc1)C(=O)NC1CCCCCC1)c1ccco1
 : i	i	i	6	i	i	i	i	2.7	i	i
> COc1ccc(CC(=O)NCC2CCCN(Cc3ccc(SC)cc3)C2)cc1 (stereo not given)
 : i	i	i	-1	i	i	i	i	-8.7	i	i
> Clc1ccc(OCc2nc(-c3ccncc3)no2)c(Br)c1
 : i	i	i	6	i	i	i	i	2.1	i	i
> CCc1c(C)nc(N2CCN(Cc3ccc4c(c3)OCO4)CC2)[nH]c1=O
 : i	i	i	-2	i	i	i	i	-1.0	i	i
> COc1ccc(O)c(C(=O)/C=C/c2cc3ccccc3o2)c1
 : i	i	i	4	i	i	i	i	0.7	i	i
> Cc1c(C#N)c(O)[nH]c(=O)c1N=Nc1ccc(Br)cc1C(=O)O
 : i	i	i	42	i	i	i	i	0.0	i	i
> CCc1ccccc1NNC(=O)c1snnc1C
 : i	i	i	-26	i	i	i	i	-0.6	i	i
> Cn1c(=O)c2c(nc(CN3CCc4ccccc4C3)n2Cc2cccc(Cl)c2)n(C)c1=O
 : i	i	i	7	73*	i	i	i	0.0	i	i
> COc1cc(CC(=O)Nc2cccc(C(F)(F)F)c2)cc(OC)c1OC
 : i	i	i	17	i	i	i	i	-0.5	i	i
> CN1CC2([N+](=O)[O-])CC=C(OCCO)C([N+](=O)[O-])(C1)C2 (stereo not given)
 : i	i	i	33	i	i	i	i	0.0	i	i
> O=C(CSc1n[nH]c(=O)n1-c1ccccc1)Nc1ccccc1C(F)(F)F
 : i	i	i	17	i	i	i	i	2.2	i	i
> Cc1cccc(-n2c(O)c(C=Nc3ccccc3-c3n[nH]c(=S)[nH]c3=O)c3ccccc3c2=O)n1
 : i	i	i	?	i	i	i	i	-0.4	i	i
> c1ccc(Cn2nnnc2CN2CCOCC2)cc1
 : i	i	i	36	i	i	i	i	-0.6	i	i
> CCc1ccc(C(=O)CCC2CCCCC2=O)cc1 (stereo not given)
 : i	i	i	-56	i	i	i	i	1.8	i	i
> CCOc1ccc(N(CC(=O)NC2CCCCCC2)S(=O)(=O)c2c(C)[nH]c(=O)[nH]c2=O)cc1
 : i	i	i	10	i	i	i	i	-0.3	i	i
> C/C(=N\NC(=S)Nc1ccc(C(C)C)cc1)c1ccc2c(c1)OCO2
 : i	i	i	17	i	i	i	i	1.0	i	i
> CC(=O)NC1(C(F)(F)F)C(=O)N(Cc2ccccc2)C2=C1C(=O)CC(C)(C)C2 (stereo not given)
 : i	i	i	19	i	i	i	i	-0.7	i	i
> COc1ccc(S(=O)(=O)N2CCCCCC2)cc1C(=O)N(C)Cc1cccc(OC)c1OC
 : i	i	i	31	i	i	i	i	-0.2	i	i
> O=C(O)c1cccc(NC(=O)C2C3C=CC(C3)C2C(=O)O)c1 (stereo not given)
 : i	i	i	1	i	i	i	i	0.6	i	i

# Compound activity as filed in PubChem BioAssay.
